Screening data (PubChem BioAssay)
Abeta rescue: compounds reversing amyloid beta toxicity in yeast; yeast expressing A-beta42, growth rescue, OD600, 48 h; response scale: 0% DMSO, 100% iron-clioquinol control; Potency, µM (titrated, usually from 46.1 µM), without a hit: at the highest dose growth rescue, actives largely listed as activators; hit rate 0.063% among 410,000; note: potency is the fitted concentration of half-maximal effect; nearly all actives have a fitted effect of over 55% in size
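Yeast A-beta toxicity model in growth medium with pinned compounds, 48 h at 30 C; growth read as absorbance at 600 nm. Normalized to FeCl3/clioquinol equimolar mix (positive) and DMSO (negative).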
FUS suppressor: suppressors of FUS proteinopathy in yeast; S. cerevisiae FUS-expressing, growth rescue, OD600, 24 h; Potency, µM (highest dose often 76.6 µM), inactives show top-dose growth rescue (activation), most hits filed as activators; hit rate 0.24% among 390,000; AID 1347120;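 note: potency is the fitted concentration of half-maximal effect; plate controls were DMSO vehicle for no effect and reference control for full effect; nearly all actives have a fitted effect of over 55% in size; some results filed as inactive show a strong effect at the top dose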
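Compound concentration series was pinned onto galactose-induced FUS-expressing yeast seeded at OD 0.005. Plates sat 24hr at 30C; absorbance at 600 nm gave growth. DMSO served as background control.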
aSyn rescue: inhibitors of alpha-synuclein toxicity in yeast | Yeast expressing alpha-synuclein, growth rescue, BacTiter-Glo, 24 h | Potency, µM (titrated, usually from 46.1 µM), inactives show top-dose growth rescue (activation), actives largely listed as activators | hit rate 0.14% among 370,000; note: potency is the fitted concentration of half-maximal effect; % of control where 0% means no effect; nearly all actives have a fitted effect of over 65% in size
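Rescue of yeast growth: cells expressing toxic alpha-synuclein, induced in galactose at OD600 0.02, incubated with compound 24 h at 30 C. ATP luminescence quantified growth; inhibitors of toxicity appear as activators.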
WRN inhibitor: WRN helicase (human) inhibition. Potency, µM (titrated, usually from 114 µM), for inactives: top-dose activity change, negative = inhibition, actives largely listed as inhibitors. hit rate 0.46% among 360,000. AID 651768. WRN helicase unwinding, fluorescent forked duplex, kinetic. Q14191; note: potency is the fitted concentration of half-maximal effect; % is set by controls: 0 for no effect and ±100 for the full control effect; nearly all actives have a fitted effect of over 55% in size
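Kinetic fluorescence helicase assay: unwinding of a quenched forked DNA duplex (100 nM final) with 2 mM ATP final raises red fluorescence (525/598 nm). Compounds sat 15 min at room temperature with 20 nM WRN beforehand.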
EPAC1 ag: activates human EPAC1 exchange factor; O95398; EPAC1 agonist qHTS, biochemical assay; response scale: 100% = response to 6.5 mM cAMP; Potency, µM (highest dose often 154 µM), inactives show top-dose activation, hits mostly activators; hit rate 0.073% among 360,000; AID 720707; note: potency is the fitted concentration of half-maximal effect; nearly all actives have a fitted effect of over 60% in size
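Fluorescent GDP-exchange assay: 100 nM EPAC1 with 250 nM Rap1B preloaded with BODIPY-GDP and 50 uM GDP; compounds tested as concentration series, 5 min at room temperature, then read every 5 min for 30 min (ex 480/em 540 nm); normalized to 6.5 mM cAMP.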
IL2 activator: activates IL-2 in a cell-based reporter assay; IL-2 activation reporter assay, cell-based qHTS; stimulated with anti-CD3/CD4/CD28 beads; in transgenic mouse T cells; activation, % (series mostly up to about 46 µM); hit rate 0.065% among 360,000; AID 652025; in the data active = activation above about 50%; inconclusive = mostly about 30% to 49%; note: 0% is about no effect
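EGFP and DsRed fluorescence is measured by plate cytometry in unstimulated transgenic mouse T cells exposed to compound for 60 minutes, then stimulated 18 hours at 37 degrees C with anti-CD3/anti-CD4 beads plus anti-CD28.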
PI5P4K alpha inh: inhibitors of human PI5P4K alpha. P48426. PI5P4Kalpha enzyme, ADP-Glo luminescence, 60 min; stronger effect = lower value. hit rate 1.2% among 330,000. max response, %; active = max response of -50% or lower; inconclusive = between -30% and -50%; inactive = -30% or higher; note: value at the top dose of about 77 µM; % is set by controls: 0 for no effect and ±100 for the full control effect
Target sequence (P48426 whole entry, looked up): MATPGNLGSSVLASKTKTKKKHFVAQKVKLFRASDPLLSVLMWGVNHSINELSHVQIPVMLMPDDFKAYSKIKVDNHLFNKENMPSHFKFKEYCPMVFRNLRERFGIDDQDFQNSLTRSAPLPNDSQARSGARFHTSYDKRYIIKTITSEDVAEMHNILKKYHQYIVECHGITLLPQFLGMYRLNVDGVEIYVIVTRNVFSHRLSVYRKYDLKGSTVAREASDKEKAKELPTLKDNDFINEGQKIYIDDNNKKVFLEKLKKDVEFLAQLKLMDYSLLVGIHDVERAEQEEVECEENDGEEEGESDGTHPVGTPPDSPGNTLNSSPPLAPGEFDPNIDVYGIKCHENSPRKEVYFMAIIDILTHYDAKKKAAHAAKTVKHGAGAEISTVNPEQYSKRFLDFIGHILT
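Enzyme plus substrate dispensed, test compounds pinned in, then ATP (5 microM final) added. After 60 min at RT, ADP-Glo reagent 1 for 45 min and reagent 2 for 30 min preceded luminescence imaging.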
EPAC1 antagonist: EPAC1 (human) antagonism. hit rate 0.14% among 360,000. EPAC1 GEF assay, Rap1b-BODIPY-GDP exchange fluorescence. Potency, µM (doses to about 115 µM), inactives show at the highest dose activity change, negative = inhibition, most hits filed as inhibitors. O95398;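 note: potency is the fitted concentration of half-maximal effect; plate controls were vehicle for no effect and positive control for full effect; nearly all actives have a fitted effect of over 50% in size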
PLK1 PBD block: inhibitors of human PLK1 polo-box domain binding; P53350; Potency, µM, for inactives: max response, negative = inhibition, usual class: inhibitors; Plk1 PBD binding of FITC phosphopeptide, fluorescence polarization; hit rate 2.8% among 360,000; note: potency is the fitted concentration of half-maximal effect; series mostly up to about 57 µM; % is set by controls: 0 for no effect and ±100 for the full control effect; nearly all actives have a fitted effect of over 65% in size
Target sequence (P53350 whole entry, looked up, the tested form may be a part): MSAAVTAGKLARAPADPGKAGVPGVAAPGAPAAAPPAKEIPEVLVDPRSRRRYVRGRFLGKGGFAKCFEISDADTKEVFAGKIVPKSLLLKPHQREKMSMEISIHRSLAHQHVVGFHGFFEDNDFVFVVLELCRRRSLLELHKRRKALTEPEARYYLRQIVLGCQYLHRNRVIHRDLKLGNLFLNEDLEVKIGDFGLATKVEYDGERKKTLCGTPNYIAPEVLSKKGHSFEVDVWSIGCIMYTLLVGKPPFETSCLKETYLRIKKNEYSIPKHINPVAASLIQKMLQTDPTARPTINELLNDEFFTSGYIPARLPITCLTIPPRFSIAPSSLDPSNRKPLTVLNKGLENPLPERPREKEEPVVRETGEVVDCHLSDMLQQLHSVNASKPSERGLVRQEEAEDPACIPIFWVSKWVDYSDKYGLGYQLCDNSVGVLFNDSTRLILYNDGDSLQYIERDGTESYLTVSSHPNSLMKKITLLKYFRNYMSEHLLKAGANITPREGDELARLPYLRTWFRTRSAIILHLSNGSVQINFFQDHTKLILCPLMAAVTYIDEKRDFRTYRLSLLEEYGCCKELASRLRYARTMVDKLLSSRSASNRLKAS
* hit, by the source's call; ? = inconclusive; nt = no result given; & = joins results of further samples; [ ] = dose if it differs, or a comment. Unless noted, calls come from the whole dose curve; as a rule, active = well fitted curve in the direction sought with a large enough effect; inconclusive = small, poorly fitted or top-dose-only effect, or another doubt; inactive = no such curve, though single readings can be large; an effect the other way counts as inactive or inconclusive.

#	mol	Abeta rescue	FUS suppressor	aSyn rescue	WRN inhibitor	EPAC1 ag	IL2 activator	PI5P4K alpha inh	EPAC1 antagonist	PLK1 PBD block
1	COc1cc(CN2CC(=O)N(c3ccc(C)cc3)C2=S)cc(OC)c1OC	2%	nt	-6%	-2%	4%	-0.1	1	-10%	-20%
2	Clc1ccc(SCc2cc(Cl)nc(-c3ccccc3)n2)cc1	7%	-7%	-5%	-10%[57.1 µM]	-2%	-2.3	nt	2%	-16%
3	CCOC(=O)c1sc(NC(=O)/C=C/c2c(F)cccc2Cl)nc1C	16%	8%	0%	-18%[57.1 µM]	-5%	1.4	7	-1%	-6%
4	Cc1ccccc1NC(=O)Cc1nc(COC(=O)c2ccc(Cl)nc2)cs1	-8%	19%	2%	2%	15%	0.3	1	-7%	-7%
5	COc1ccc(CNC(=O)c2ccc3ccccc3n2)cc1OC	-8%	23%	12%	-4%	-2%	1.8	3	0%	-6%
6	CCCn1c(=S)[nH]c2cc(C(=O)N3CCc4ccccc4C3)ccc2c1=O	4%	2%	5%	-7%[57.1 µM]	3%	-5.1	-6	-13%	0%
7	CC(C)C(c1nnnn1C1CCCC1)N1CCN(C(=O)c2ccco2)CC1 (stereo not drawn)	-14%	-4%	5%	4%	-1%	-0.8	nt	15%	-5%
8	CCn1cc(C(=O)O)c(=O)c2cc(Br)ccc21	18%	-7%	3%	-5%	-6%	2.4	-1	3%	0%
9	CCn1ncc(CN2CCC(C(=O)Nc3cccc(-c4cccc(F)c4)c3)CC2)c1C	-7%	-12%	-14%	-5%	4%	0.9	0	0%	-10%
10	COc1ccc2nc(NC(=O)C3CC(=O)N(c4ccccc4)C3)sc2c1 (stereo not drawn)	4%	38%	15%	-7%	8%	-1.1	-3	-10%	-8%
11	CCOc1ccc(/C(O)=C2/C(=O)C(=O)N(c3cc(C)on3)C2c2ccc(C(=O)OC)cc2)cc1 (stereo not drawn)	-26%	?	-3%	-5%	1%	-0.8	1	-13%	-13%
12	O=C(N/N=C/c1cc(Br)cs1)c1ccc2c(c1)OCCO2	11%	5%	-2%	-11%	7%	-1.4	-4	-21%	-1%
13	Cc1noc(C)c1S(=O)(=O)N1CCCC(C(=O)Nc2nccs2)C1 (stereo not drawn)	-2%	-17%	-4%	-3%	6%	-3.5	7	-1%	-5%
14	COc1ccc(/C=N/NC(=O)c2ccccc2O)cc1COc1ccccn1	16%	10%	-2%	-5%	7%	-2.1	2	-8%	-16%
15	CC(=O)Oc1ccc(C(=O)[C@H]2[C@H]3C(=O)N(c4ccc5ccccc5c4)C(=O)[C@H]3[C@@H]3C=CC=NN32)cc1	22%	?	5%	-9%[57.1 µM]	1%	0.1	-23	26%	14%
16	N#Cc1ccc(COC(=O)c2cccnc2Cl)cc1	-14%	-16%	-4%	-3%	-1%	-2.5	-1	7%	1%
17	Cc1cc(=O)n(Cc2ccccc2)c2c(C)cccc12	5%	11%	0%	5%	8%	-0.3	27	1%	-4%
18	CCCCN1C(=O)C(CC(=O)NCc2cccs2)CC(C(=O)N(CC)CC)=C1C (stereo not drawn)	5%	0%	-1%	-1%	-6%	-1.5	-2	-15%	-9%
19	CCCn1c2ccccc2c2nnc(SC(CC)C(=O)Nc3sc4c(c3C#N)CCCC4)nc21 (stereo not drawn)	11%	16%	5%	-1%	11%	-1.5	-2	4%	-17%
20	CCCSc1ccc([C@@H]2[C@@H]3C(=O)N(C)C(=O)[C@@H]3[C@]3(C(=O)OC)CCCCN23)cc1OC	13%	?	-4%	-6%	-1%	-2.3	-2	-12%	-21%
21	Cc1cc(-c2nnc(SCC(=O)Nc3ccccc3C(F)(F)F)n2N)n[nH]1	12%	4%	-5%	-4%	7%	-0.9	-23	-26%	6µM*
22	O/N=C/CCn1c(=S)sc2ccccc21	3%	26%	0%	-6%	9%	-0.9	nt	-10%	-14%
23	CCn1cnc2c(cnn2-c2ccccc2)c1=O	3%	?	1%	-1%	2%	-0.5	4	-3%	-6%
24	CC(Sc1nc(-c2ccccc2)cc(=O)[nH]1)C(=O)O (stereo not drawn)	15%	5%	-1%	-7%	9%	-1.0	nt	6%	-10%
25	COc1cc(CNCCN2CCOCC2)ccc1OCc1ccc(Cl)cc1	2%	-16%	3%	5%	-1%	0.6	-13	-1%	1%
26	N#Cc1c(-c2cccc(F)c2)cc(-c2ccccc2)nc1Br	18%	0%	3%	-2%	0%	0.3	0	0%	-25%
27	Cc1ccc(-n2nnnc2SCC(=O)N2CCc3ccccc3C2)c(C)c1	-23%	29%	-33%[inhibitor]	-2%	28%	-2.3	nt	0%	-13%
28	O=C(O)CC1(CC(=O)Nc2cc(C(F)(F)F)cc(C(F)(F)F)c2)CCCCC1	5%	-4%	13%	1%	-6%	-3.1	0	7%	-9%
29	COc1ccccc1CNC(=O)c1cccs1	16%	23%	2%	-4%	5%	-0.6	-1	-6%	-1%
30	Cc1ccc(CN(Cc2ccco2)C(=S)Nc2ccccc2C)cc1	-2%	-14%	4%	-10%	-19%	-4.0	-3	3%	-8%

The last 2 entries of the section above lead into the next:
#	mol	Abeta rescue	FUS suppressor	aSyn rescue	WRN inhibitor	EPAC1 ag	IL2 activator	PI5P4K alpha inh	EPAC1 antagonist	PLK1 PBD block
29	COc1ccccc1CNC(=O)c1cccs1	16%	23%	2%	-4%	5%	-0.6	-1	-6%	-1%
30	Cc1ccc(CN(Cc2ccco2)C(=S)Nc2ccccc2C)cc1	-2%	-14%	4%	-10%	-19%	-4.0	-3	3%	-8%
31	CC(=O)N1CCN(C(=O)COc2ccc(Br)cc2)CC1	-5%	6%	-3%	-6%	1%	-0.4	1	-12%	-7%
32	CCC(CC)C1=NN2C(=N)/C(=C/c3ccc(OC(=O)c4ccco4)cc3)C(=O)N=C2S1	16%	20%	3%	-17%	14%	-1.0	-18	-11%	30µM*
33	O=C(COC(=O)c1ccc([N+](=O)[O-])s1)NCc1ccccc1	-82%[inhibitor]	-1%	-54%[inhibitor]	-1%	-4%	0.5	2	?	1%
34	Cc1ccc(NC(=S)Nc2ccc(OC(F)F)c(Cl)c2)cc1F	-5%	-3%	-37%[inhibitor]	-5%	14%	-3.7	11	11%	-12%
35	Cc1cc(C)n(-c2nnc(C)n2NC(=O)c2cccc(Cl)c2)n1	2%	7%	-2%	1%	7%	-1.2	-1	-1%	-10%
36	O=C(NC12CC3CC(CC(C3)C1)C2)C1CCCN1C(=O)Nc1ccccc1 (stereo not drawn)	14%	-3%	-4%	-2%	8%	-0.6	-1	5%	7%
37	O=C(NCc1nnc(SCC(=O)N2CCCC2)o1)c1cccc(C(F)(F)F)c1	3%	6%	1%	-32%	3%	-0.3	7	6%	-9%
38	O=C(/C=C/Nc1ccc(F)c(F)c1)c1cccs1	-22%	nt	-1%	-2%	1%	-1.3	3	-13%	-22%
39	O=C(CCCn1c(=S)[nH]c2ccsc2c1=O)NC1CCCCC1	8%	14%	-1%	0%	-6%	-1.8	-5	25%	-4%
40	CCN1C(=O)C(=O)N(CC(=O)N2CCC(C)Sc3ccccc32)C1=O (stereo not drawn)	9%	6%	11%	4%	-4%	-0.1	-1	8%	3%
41	O=C(NCc1cc(C(F)(F)F)cc(C(F)(F)F)c1)C1CC(c2cccc(F)c2)=NO1 (stereo not drawn)	-9%	-46%	-3%	-11%	-39%[inhibitor]	0.1	2	-17%	-1%
42	S=c1oc(-c2ccncc2)nn1CCc1ccncc1	19%	7%	-2%	-2%	0%	0.0	4	10%	-6%
43	O=[N+]([O-])c1ccccc1S(=O)NCc1c(Cl)cccc1Cl (stereo not drawn)	6%	-22%	0%	-2%[57.1 µM]	-3%	0.4	0	-20%	-5%
44	COC(=O)c1cc2c(ccn2-c2ccc(F)cc2)n1CC(C)C	14%	18%	12%	-5%	10%	-1.4	nt	-6%	0%
45	Cc1cc(-c2cc(-c3ccccc3)on2)nc(NC2CCCC2)n1	-14%	33%	-30%	-5%	-14%	0.4	15	-4%	-6%
46	O=S(=O)(c1cccs1)N1CCCc2cccc(O)c21	-9%	12%	12%	-8%	0%	0.1	-2	0%	1%
47	COc1ccc(C)c(-n2c(=O)n(Cc3ccccc3)c(=O)c3[nH]cnc32)c1	-2%	18%	-3%	2%	-4%	-0.6	-2	2%	1%
48	O=C(COC(=O)C1=COCCO1)Nc1ccccc1	3%	14%	-14%	5%	3%	1.7	-6	8%	-12%
49	O=C(COc1cccc2cccnc12)NNC(=O)Nc1ccccc1	-4%	-7%	4%	-1%	12%	-0.3	0	-12%	-3%
50	CCCN(CC(=O)Nc1ccccc1OC)C(=O)c1ccc2[nH]c3c(c2c1)CC(C)CC3 (stereo not drawn)	-24%	nt	11%	-4%	-1%	-5.0	5	-14%	-1%
51	O=[N+]([O-])c1ccc(CSc2ncnc3c2ncn3[C@@H]2O[C@H](CO)[C@@H](O)[C@H]2O)cc1	-13%	-22%	2%&-8%	4%	-9%	-0.4	1	-1%	-9%
52	CC(=O)Nc1cccc(OCc2ccc([N+](=O)[O-])cc2)c1	2%	?	1%	12%	8%	-0.8	-8	0%	2%
53	O=C(c1cc2cc(Cl)cc(Cl)c2oc1=O)N1CCOCC1	9%	nt	0%	-6%	-5%	2.7	6	5%	-2%
54	CCOc1ccc(C(=O)Nc2ccc(N3CCN(C)CC3)cc2)cc1Br	-9%[9.22 µM]	-28%	0%	-27%	5%	2.9	-8	-9%	-1%
